DENV2 CPE – inhibitors of DENV2 cytopathic effect; DENV2-infected cells, cytopathic effect rescue, plate reader; CPE inhibition, % at 9.99 µM; 350,000 compounds, 1.7% hits; AID 651640; in the data active = CPE inhibition above about 20%, passing the limit was not always enough; inconclusive = no clear call, values can overlap the other calls; tested in BHK-21 cells;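 also: 0% = median of neutral control wells and 100% = median of positive control wells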
PAX8 reporter – PAX8 transcriptional activity inhibition; 360,000 compounds, 1.2% hits; AID 652154; inhibition, % at 12.6 µM; RMG-I TPO-luciferase reporter, SteadyGlo, 24 h;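 active = mean replicate inhibition at least 60% with every replicate also reaching 60%; inconclusive = only one of the two criteria is met; inactive = mean below 60% and not all replicates reaching 60%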;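 also: luciferase light reporting Pax8 driven TPO promoter activity; plate controls were median of neutral control wells for no effect and mitoxantrone controls for full effect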
CFTR F508del cor – CFTR F508del correction in bronchial cells; CFBE cells, YFP halide quenching; stimulated with forskolin plus potentiator P3; % fluorescence drop versus neutral controls; activity (quench increase), % at 7.58 µM; 350,000 compounds, 0.36% hits;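 active = mean added fluorescence quench of at least 8% versus neutral control, with both replicates also reaching 8%; inconclusive = only one of the mean or replicate conditions met; inactive = mean below 8% and not both replicates reaching 8%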;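 also: cells transiently co-express mutant CFTR-F508del with the halide-sensitive YFP; corrector assay measuring rescue of mutant channel to the surface after 24 h compound exposure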
ERp5 block – blocks human ERp5 reductase activity on insulin | inhibition, % at 9.99 µM | 350,000 compounds, 0.05% hits | ERp5 insulin aggregation, absorbance 650 nm, 90 min | Q15084;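 active = mean replicate inhibition above about 25%, with every replicate also reaching it, limit read from the data, passing the limit was not always enough; inconclusive = only one of those two criteria met; inactive = neither criterion met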
Target sequence (Q15084 whole entry, looked up): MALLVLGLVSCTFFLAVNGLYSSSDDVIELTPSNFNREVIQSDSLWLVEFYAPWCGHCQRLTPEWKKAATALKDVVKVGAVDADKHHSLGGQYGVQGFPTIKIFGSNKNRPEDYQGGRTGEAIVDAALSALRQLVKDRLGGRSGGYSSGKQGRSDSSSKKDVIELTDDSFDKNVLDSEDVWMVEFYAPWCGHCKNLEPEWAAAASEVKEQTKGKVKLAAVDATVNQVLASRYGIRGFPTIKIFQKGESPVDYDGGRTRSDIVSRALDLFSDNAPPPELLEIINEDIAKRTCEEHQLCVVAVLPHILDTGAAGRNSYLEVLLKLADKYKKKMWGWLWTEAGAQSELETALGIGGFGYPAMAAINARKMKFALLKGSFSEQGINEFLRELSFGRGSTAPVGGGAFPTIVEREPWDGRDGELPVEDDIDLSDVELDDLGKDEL
ARNT-TACC3 inh – ARNT/TACC3 interaction disruption; Q9Y6A5; AlphaScreen His-ARNT PAS-B/GST-TACC3 binding, luminescence; TACC3 fragment carries E629A point mutation; inhibition, % at 9.99 µM; 390,000 compounds, 0.66% hits; AID 623870;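 active = mean inhibition of replicates at least 50% and at least half of replicates each reaching 50%; inconclusive = half or more replicates reach 50% but mean below 50%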;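 also: 0% = complete ARNT plus TACC3 wells and 100% = ARNT alone without TACC3; many hits fall short of the cut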
GSIS activator – GLuc luminescence reporter in INS-1E cells, primary screen for activators of glucose-dependent secretion of insulin; AID 743287; activation, % at 16.6 µM; INS-1E GLuc reporter insulin secretion, 2-3 h; 370,000 compounds, 0.61% hits;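 active = lowest replicate activation of at least 40%, so every replicate reaches that level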;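 also: 0% = median of neutral control wells and 100% = median of IBMX positive control wells; some compounds called inactive have numbers as strong as hits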
XiGFP reactiv – X-chromosome reactivation activator | activation, % at 7.58 µM | XiGFP mouse fibroblasts, % GFP-positive cells imaging, 3 d; cells co-treated with 5-aza-dC sensitizer; scaled so ellipticine positive control = 100% | 360,000 compounds, 0.055% hits | AID 743238;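 active = mean normalized replicate activation at least 10% and every replicate at or above 10%; inconclusive = only one of the two criteria met; inactive = mean below 10% and not all replicates reach 10%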;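 also: 0% = median of on-plate neutral control wells and 100% = ellipticine 6 µM median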
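Material: XiGFP fibroblasts, SV40-immortalized. Buffer or medium: DMEM plus 5-aza-dC sensitizer. Compound: single concentration per compound, delivered by pin transfer. Times: 3 days compound exposure. Controls: ellipticine 6 µM.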
EWS-Fli inh – inhibitors of EWS/Fli oncoprotein transcriptional activity; A673 NR0B1-luciferase reporter, viability-normalised; inhibition, % at 12.6 µM; 350,000 compounds, 0.67% hits;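 active = mean inhibition of at least 50% after viability correction, with every replicate also passing that limit; inconclusive = mean reaches 50% but only one of two replicates passes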;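 also: firefly luciferase signal divided by Alamar Blue viability fluorescence both relative to DMSO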
* marks the source's active call; other numbers are inactive results; ? = inconclusive; . = no result given.

SMILES	DENV2 CPE	PAX8 reporter	CFTR F508del cor	ERp5 block	ARNT-TACC3 inh	GSIS activator	XiGFP reactiv	EWS-Fli inh
CC(C)CNC(=O)C1C(=O)Nc2ccccc2C(=O)N1C1CCCCC1 (stereo not drawn)	2	12	-1.1	-2	.	23	-0.1	-3
CC(=O)N1CCN=C1SCc1ccc(C(F)(F)F)cc1	-6	-34	1.8	3	-6	-4	0.0	-9
COc1cccc(CN2[C@@H]3CNC[C@H]2[C@H]3c2ccc(-c3ccccc3OC)cc2)c1	6	13	-1.2	0	.	-9	0.0	19
COc1ccc([C@H]2N[C@]3(CCCN(Cc4ccc(F)cc4)C3=O)[C@H]3C(=O)N(C)C(=O)[C@@H]23)cc1	-7	-3	-0.4	7	.	-4	0.1	2
COc1ccc(C2CC(=O)C(C3NCCc4ccccc43)=C(O)C2n2cncn2)cc1 (stereo not drawn)	-4	-6	-0.1	2	23	-1	0.4	-11
C/C(=N/NC(=O)c1ccccn1)c1ccc(O)cc1	0	-99	1.1	-2	15	-3	0.0	-56
Cc1cccc2c(=O)c(Br)c(C)n(Cc3ccccc3)c12	-4	10	-1.6	-3	4	-1	0.0	1
CCOC(=O)C1CCCCN1C(=O)c1cc2ccc(OC)cc2c2cc(OC)c(OC)cc12 (stereo not drawn)	-4	10	1.5	-1	-8	.	-0.2	3
Cc1cnc(CN(C)Cc2c(C(=O)N3CCCCCCC3)nc3ccc(Cl)cn23)[nH]1	3	9	1.5	-11	4	-29	0.1	5
CC(=O)c1cccc(NC(=O)c2cc(S(=O)(=O)N3CCOCC3)cs2)c1	10	3	-2.7	1	0	-9	0.1	10
CC(C)C(O)(c1ccccc1)C(CN1CCOCC1)c1ccccc1 (stereo not drawn)	8	16	-2.7	5	-13	-8	0.0	10
Cc1c(NC(=O)c2ccc3c(c2)OCO3)cccc1-c1nc2ncccc2o1	-3	-14	-3.0	3	-16	.	0.0	-6
COC(=O)CCC(C)N1CCC(Oc2ccc(C(=O)NCc3ccccn3)cc2)CC1 (stereo not drawn)	-2	-8	-1.9	0	30	13	0.1	.
O=C(CCc1nnc(-c2ccc3c(c2)OCO3)o1)N(Cc1ccncc1)CC1CCCO1 (stereo not drawn)	0	3	-3.4	-2	8	4	0.5	2
O=C(C[C@@H]1CC[C@@H]2[C@H](COC[C@@H](O)CN2Cc2ccc3c(c2)OCO3)O1)Nc1ccccc1	-4	24	1.4	3	0	2	0.1	16

Single values from the list:
COc1ccc([C@H]2N[C@]3(CCCN(Cc4ccc(F)cc4)C3=O)[C@H]3C(=O)N(C)C(=O)[C@@H]23)cc1 @ GSIS activator = -4
O=C(C[C@@H]1CC[C@@H]2[C@H](COC[C@@H](O)CN2Cc2ccc3c(c2)OCO3)O1)Nc1ccccc1 @ GSIS activator = 2
COc1cccc(CN2[C@@H]3CNC[C@H]2[C@H]3c2ccc(-c3ccccc3OC)cc2)c1 @ ERp5 block = 0
Cc1c(NC(=O)c2ccc3c(c2)OCO3)cccc1-c1nc2ncccc2o1 @ PAX8 reporter = -14
Cc1cccc2c(=O)c(Br)c(C)n(Cc3ccccc3)c12 @ GSIS activator = -1
CC(=O)N1CCN=C1SCc1ccc(C(F)(F)F)cc1 @ GSIS activator = -4

Further results:
SMILES	DENV2 CPE	PAX8 reporter	CFTR F508del cor	ERp5 block	ARNT-TACC3 inh	GSIS activator	XiGFP reactiv	EWS-Fli inh
O=C(Nc1cccc(Oc2ccccc2)c1)C1Cc2c(-c3ccc4c(c3)OCO4)ccnc2O1 (stereo not drawn)	?	13	0.4	6	.	-22	0.0	15
Brc1ccc(-c2csc(-c3ccncc3)n2)cc1	.	-111	.	.	-16	-7	0.0	.
CC(C)c1ccc(NC2CCCN(C(=O)CCc3cnn(C)c3)C2)cc1 (stereo not drawn)	-7	8	-2.5	7	1	4	0.0	1
CCCc1cc(=O)oc2c(C)c(OCC(=O)N3CCC(C(=O)O)CC3)ccc12	6	.	-1.4	1	-3	25	.	3
N#Cc1cccc(-c2ccc3c(c2)[C@H]2[C@H](CCN2Cc2ccc4c(c2)OCO4)[C@H](CO)N3)c1	?	3	5.2	0	19	-22	0.1	3
C=C1CCN(C(C(=O)OC)C(C)C)S(=O)(=O)c2ccccc21 (stereo not drawn)	3	-4	0.4	4	3	2	0.1	3
COc1ccc(NC(=S)NC(=NS(=O)(=O)c2ccc(Cl)cc2)c2ccccc2)cc1	-4	-203	0.7	0	-1	.	-0.1	-64
CCCCn1c(N)c(N(CC(C)C)C(=O)C(C)SCc2nc3sc(C)c(C)c3c(=O)[nH]2)c(=O)[nH]c1=O (stereo not drawn)	-1	9	-0.8	-5	3	11	0.0	4
COc1ccc(CN(C)C[C@H]2OCCCC[C@@H](C)Oc3ccc(NS(=O)(=O)c4ccc(F)cc4)cc3C(=O)N([C@@H](C)CO)C[C@@H]2C)cc1	?	-1	1.3	3	3	-23	0.2	-1
Cc1cc(OCCn2cnc3ccccc3c2=O)ccc1[N+](=O)[O-]	5	-12	.	-1	2	3	0.0	10
C[C@H]1COC(=O)[C@@H](Cc2ccc(F)cc2)C/C=C\C[C@H](CC(=O)NCCO)C(=O)N1	11	-5	3.7	-1	0	-4	-0.1	1
Cc1ccc(-c2noc(CSc3nnc(Cc4cccs4)n3-c3ccccc3)n2)cc1	-8	23	-4.4	0	-2	-24	0.3	4
C/C(=N\Nc1cccc(C(=O)O)c1)c1cc2ccccc2o1	17	-60	-3.5	5	-4	.	0.3	-42
CC(=O)Nc1ccc(S(=O)(=O)N(C)CC(=O)OCC(=O)Nc2ccc3c(c2)OCO3)cc1	.	7	.	.	-2	22	0.4	.
COc1ccc(CN(C)C[C@H]2Oc3c(NS(=O)(=O)c4c(C)noc4C)cccc3C(=O)N([C@H](C)CO)C[C@H]2C)cc1	-7	.	0.1	-8	-11	14	0.0	-1
COc1ccc(-c2cccc(-c3nc(C(=O)O)cc4c3[C@@H](CCO)N([S@](=O)C(C)(C)C)C4)c2)cc1	-9	-63	-0.2	9	.	8	-0.1	-8
Cc1ccccc1NC(=S)N1CCN(c2ccccc2C)CC1	7	2	-0.3	1	-6	7	0.1	9
Cc1cc(C(=O)NNC(C)Cc2ccccc2)no1 (stereo not drawn)	1	15	-0.3	6	.	2	0.3	-3
CN(C)C(=O)c1ccc(-c2ccc(C3[C@H]4CNC[C@@H]3N4S(=O)(=O)c3ccc(Cl)cc3)cc2)cc1 (stereo partly drawn)	-4	-18	0.4	-2	.	-16	0.1	43
Cc1onc(-c2ccccc2)c1C(=O)OCC(=O)Nc1ccccc1Cl	7	2	0.9	-4	.	3	0.3	-6
CC(C)Cn1c(N)c(C(=O)COC(=O)c2ccccc2F)c(=O)n(C)c1=O	-7	-11	0.6	3	2	-10	0.0	1
Cc1cccnc1C(NC(=O)C1CCN(Cc2ccc(Cl)c(Cl)c2)CC1)c1ccc(Cl)cc1 (stereo not drawn)	2	32	4.4	3	.	-24	0.7	20
CCn1c2ccc(C)cc2c2n[nH]c(=S)nc21	16	-34	5.2	4	44	18	0.0	8
CCOC(=O)C1=C(CC)Nc2ccccc2N/C1=N\S(=O)(=O)c1cc(Br)ccc1Br	.	14	-2.6	3	.	-29	0.4	-8
CCOC(=O)c1sc(NC(=O)CNCc2ccccn2)c(C(=O)OCC)c1C	-10	39	5.4	1	48*	13	0.2	34
CC(Sc1nc(O)c(-c2ccccc2)c(=O)[nH]1)C(=O)Nc1ccc(Cl)cc1 (stereo not drawn)	-7	-11	-1.3	1	-11	-7	0.0	4
O=C(Cn1c(=O)c(=O)n(Cc2ccccc2)c2ccc(Cl)cc21)Nc1cccc(F)c1	.	-2	.	.	-13	-13	0.0	.
O=C(N=C1c2ccccc2CN1c1ccc(F)cc1)c1ccc(Cl)nc1	.	8	.	.	-1	-15	0.0	.
COc1ccc(C(=O)NCCOc2ccccc2)cc1S(=O)(=O)N1CCOCC1	-3	-11	1.3	0	-1	.	0.4	-6
OCCN1CCN(C(=S)NC2CCCC2)CC1	-6	-2	.	-2	.	8	0.0	1

Structures listed so far shown as hits in ARNT-TACC3 inh.
SMILES	DENV2 CPE	CFTR F508del cor	ERp5 block	ARNT-TACC3 inh	GSIS activator
CCOC(=O)c1sc(NC(=O)CNCc2ccccn2)c(C(=O)OCC)c1C	-10	5.4	1	48*	13

Remaining list, next part.
SMILES	DENV2 CPE	PAX8 reporter	CFTR F508del cor	ERp5 block	ARNT-TACC3 inh	GSIS activator	XiGFP reactiv	EWS-Fli inh
O=C(NCCc1ccccc1)C1(c2ccccc2)CCCC1	2	10	-0.2	0	-5	-7	-0.1	7
Cc1nn(CC(=O)Nc2ccc(S(=O)(=O)N(C)C)cc2)c(C)c1[N+](=O)[O-]	10	-1	.	12	1	10	-0.1	-6
COc1ccc(C(=O)NC(C)c2nnc(SCC(=O)NC3CCCCC3)n2C)cc1 (stereo not drawn)	-3	37	-1.4	0	-5	0	0.0	9
COCCN(CCOC)S(=O)(=O)c1ccc(/C(O)=C(\C#N)c2nc3ccccc3[nH]2)cc1	4	-33	-2.5	-2	6	-5	-0.1	-8
CCOC(=O)N1CCN(CC(O)COCc2ccc(OC)c(OC)c2)CC1 (stereo not drawn)	.	10	.	.	5	20	0.7	.
Cc1cccc(C)c1Nc1ncnc2ccccc12	1	-8	0.1	4	1	-6	-0.1	9
Cn1cccc1/C=C1\SC(=S)N(NC(=O)c2ccccc2O)C1=O	5	6	0.9	0	12	1	-0.1	-13
CCCCOc1ccc(C(=O)NNC(=O)c2cnccn2)cc1OC	-9	9	-0.3	7	25	5	1.8	-2
C[C@H](CO)N1C[C@H](C)[C@H](CN(C)C(=O)Nc2ccc3c(c2)OCO3)Oc2ccc(NC(=O)Nc3ccc(F)cc3)cc2C1=O	3	.	-2.9	-6	.	-6	-0.1	-2
CCOC(=O)/C=c1\s/c(=C\c2ccc(C#N)cc2)c(=O)n1CC(=O)NCc1ccco1	4	-7	0.2	-1	.	10	0.8	-6
CCOC(=O)N1CCN(C(=O)CSc2nnc(Cn3c(=O)sc4ccccc43)n2C)CC1	4	1	-2.1	6	.	-2	0.7	-5
COc1ccc(C2C(C(=O)N3CCN(c4ccccn4)CC3)CCC(=O)N2c2ccc(OC)cc2)cc1 (stereo not drawn)	-5	-10	1.7	0	-4	3	0.0	3
CCOc1ccc(C(C)=O)cc1CN1c2ccc(S(N)(=O)=O)cc2CC1C (stereo not drawn)	-5	7	4.5	0	0	10	0.1	9
CC(C)NC(=O)C1C(c2ccc(C(F)(F)F)cc2)=Nc2ccccc2N1C(=O)c1cccc2ccccc12 (stereo not drawn)	10	-5	-1.6	-3	.	-3	-0.1	-132
Cc1cccc(S(=O)(=O)N2C[C@H]3[C@@H](c4ccccc42)[C@@H](CO)N3Cc2ccccn2)c1	-4	4	-0.6	-1	11	-9	0.3	4
CCS(=O)(=O)Nc1ccc2c(c1)OC[C@H](C)NC[C@@H](C)[C@@H](OC)CN(C)C2=O	.	12	0.2	.	-10	3	0.5	-3

High-throughput results deposited in PubChem by Broad Institute.

No enrichment for hits, and some 4.2% of all compounds hit somewhere here.
